Bioassay records as filed in PubChem BioAssay.
PKA-R2B act: activates the human PKA-R2B holoenzyme complex. PKA-R2B holoenzyme dissociation, Cy5-IP20 fluorescence polarization; R2B truncated from residue 108, S112A mutant; 0% DMSO only, 100% 113 µM cGMP. activation, % at 11.4 µM. 340,000 compounds, 0.079% hits;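 active = activation above a cutoff set at the mean over all compounds plus 3 SD, cut at about 18% in these data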;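 note: higher means more holoenzyme dissociation and a rise in polarization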
Target sequence (P31323 whole entry, looked up, other chains not shown, the tested form may be a part): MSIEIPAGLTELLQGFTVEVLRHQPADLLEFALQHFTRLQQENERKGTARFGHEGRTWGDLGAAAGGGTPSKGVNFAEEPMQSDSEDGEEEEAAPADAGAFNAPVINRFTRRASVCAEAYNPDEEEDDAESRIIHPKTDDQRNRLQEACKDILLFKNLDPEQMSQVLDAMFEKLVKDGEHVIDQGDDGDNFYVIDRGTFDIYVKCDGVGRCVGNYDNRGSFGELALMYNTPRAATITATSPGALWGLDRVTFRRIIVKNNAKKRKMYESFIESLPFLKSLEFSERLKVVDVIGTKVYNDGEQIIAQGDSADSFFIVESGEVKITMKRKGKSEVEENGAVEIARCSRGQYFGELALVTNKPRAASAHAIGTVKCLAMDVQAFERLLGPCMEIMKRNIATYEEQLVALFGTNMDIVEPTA
cardiac RTF act: increases calcium sensitivity of human cardiac regulated thin filaments | P19429+P45379 | IANBD-labeled TnC RTF fluorescence at EC20 calcium; 0% EC20 calcium, 100% full calcium | activation, % at 7.2 µM | 340,000 compounds, 0.24% hits | AID 493008;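 active = activation above the mean over all tested compounds plus 3 SD, cut at about 30% in these data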;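 note: rise in fluorescence read as greater calcium sensitivity of cardiac thin filaments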
DAGLB inh: blocks human DAGLB lipase activity. inhibition, % at 5.17 µM. Q8NCG7. 340,000 compounds, 0.059% hits. HEK293T DAGLB membrane lysate, EnzChek fluorogenic substrate; in the data active = inhibition above about 34%;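 note: 0% = enzyme with vehicle and 100% = wells lacking enzyme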
RTF Ca sens inh: cardiac RTF calcium desensitization; P19429+P45379; IANBD-labeled cardiac RTF, Ca2+ fluorescence; inhibition, % at 7.15 µM; 340,000 compounds, 0.12% hits; AID 493244;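 active = inhibition above the mean inhibition of all tested compounds plus 3 SD, cut at about 17% in these data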;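 note: assay run at fixed EC70 calcium of 1.6 mM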
CAL PDZ FP-1: inhibitors of human CAL PDZ peptide binding. AID 602252. 300,000 compounds, 0.92% hits. inhibition, % at 24.9 µM. purified CAL PDZ, TMR-peptide fluorescence polarization, 1 h;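 active = mean inhibition of at least 30% with at least half of replicates also reaching 30%; inconclusive = no clear call, values can overlap the other calls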;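 note: 0% = DMSO neutral control and 100% = excess unlabeled competitor peptide PRC23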
CAL PDZ FP-2: blocks peptide binding to human CAL PDZ domain | inhibition, % at 20 µM | 330,000 compounds, 0.02% hits | AID 504414 | Q9HD26 | purified CAL PDZ, TMR-peptide fluorescence polarization, 1 h;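 active = highest replicate inhibition of at least 40%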;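 note: plate controls were DMSO neutral control wells for no effect and unlabeled competitor peptide control wells for full effect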
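Control set: unlabelled peptide and DMSO controls / Material: purified CerCALP PDZ construct / Timing: 1 h incubation at room temperature before polarization reading / Doses: 20 µM, one dose / Detection: fluorescence polarization (mP)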
SR-BI DiI-HDL act: enhances SR-BI lipid uptake from DiI-HDL | CHO ldlA[mSR-BI] cells, DiI-HDL uptake fluorescence, 3 h; 100 = double the neutral-control signal | 320,000 compounds, 0.096% hits | AID 504775 | activation, % at 12.5 µM;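 active = mean replicate activation of at least 60% and every replicate at or above 60%; inconclusive = mean or all-replicate condition met, but not both; inactive = mean below 60% and not all replicates reaching 60%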;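 note: 0% = median plate neutral-control signal and 100% = twice that signal; values of inactives mirror those of a sister screen read the other way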
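system = CHO ldlA[mSR-BI] cells, LDL receptor-null, SR-BI overexpressing | medium = Ham's F12 with 0.5% BSA, HEPES 25 mM, pH 7.4 | probe or stimulus = DiI-HDL 10 µg/mL | compound dosing = single-point compound dose | incubation = compound exposure 3 h, 37 °C | technique = DiI fluorescence, bottom read | read-out = cell-associated DiI fluorescence as measure of HDL uptake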
C-LANA FP: inhibitors of KSHV LANA C-terminal domain DNA binding. MBP-C-LANA/FAM-LBS DNA binding, fluorescence polarization. inhibition, % at 9 µM. 340,000 compounds, 0.078% hits. AID 504423;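 active = highest replicate inhibition at or above 60% at 9 µM, even if other replicates fall short; inactive = all replicates below 60% inhibition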;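 note: 0% = neutral control wells and 100% = 4 µM acridine orange control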
Rtt109 HAT inh: C. albicans Rtt109 histone acetyltransferase inhibition; Q5AAJ8; purified Rtt109/Vps75, ThioGlo CoA-SH fluorescence, 4 h; inhibition, % at 34.9 µM; 330,000 compounds, 0.16% hits; AID 540336;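 active = inhibition of at least 50% in every replicate; inconclusive = best replicate reaches 50% inhibition but some replicates fall short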
Target sequence (Q5AAJ8 whole entry, looked up): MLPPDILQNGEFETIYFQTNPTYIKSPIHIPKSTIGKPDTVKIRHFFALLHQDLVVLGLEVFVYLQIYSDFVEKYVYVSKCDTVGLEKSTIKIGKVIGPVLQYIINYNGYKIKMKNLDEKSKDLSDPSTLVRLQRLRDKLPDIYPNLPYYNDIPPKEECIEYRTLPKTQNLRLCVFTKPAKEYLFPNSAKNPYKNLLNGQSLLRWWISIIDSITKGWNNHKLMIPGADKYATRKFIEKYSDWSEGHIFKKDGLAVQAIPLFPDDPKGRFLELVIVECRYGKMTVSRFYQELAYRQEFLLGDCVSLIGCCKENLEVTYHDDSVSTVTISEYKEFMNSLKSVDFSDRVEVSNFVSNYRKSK
Keap1 Nrf2 FP: inhibitors of human Keap1-Nrf2 protein-protein interaction. 340,000 compounds, 0.15% hits. inhibition, % at 9.4 µM. Keap1 Kelch-Nrf2 peptide fluorescence polarization, 1536-well; in the data active = inhibition above about 12%; inconclusive = no clear call, values can overlap the other calls; inactive = below about 7.3%;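 note: human Keap1 Kelch domain with fluorescein labeled Nrf2 9mer peptide probe; 0% = neutral control wells and 100% = peptide positive control; higher means more block of Keap1 binding to Nrf2 peptide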
* hit, by the source's call; ? = inconclusive; · = not tested or not shown.

Below each SMILES: PKA-R2B act, cardiac RTF act, DAGLB inh, RTF Ca sens inh, CAL PDZ FP-1, CAL PDZ FP-2, SR-BI DiI-HDL act, C-LANA FP, Rtt109 HAT inh, Keap1 Nrf2 FP
[1] O=C(N/N=C/c1ccc2c(c1)OCO2)c1ccc(NC(=O)c2ccc(F)cc2)cc1
→ 2, 0, 4, -21, 0, -0.3, ·, -0.2, -3, 0
[2] CCOC(=O)N1CCC(NC(=O)C2CCCN(S(=O)(=O)c3cccnc3)C2)CC1 (centres undefined)
→ 5, 5, 0, -2, 1, 0.2, 18, 1.1, 1, -3
[3] CC(=O)NC(Cc1c[nH]c2ccccc12)C(=O)NCCc1ccccc1 (centres undefined)
→ 0, -1, 0, -3, 0, 0.3, 8, 4.2, -8, -1
[4] CCOc1ccc(S(=O)(=O)N2CCOCC2)cc1NC(=O)CSCC(=O)Nc1ccc(C)cc1
→ 3, -3, -2, -8, -5, -4.1, 10, -1.2, 2, -1
[5] Cn1c2c(c(=O)n(C)c1=O)CN(CCN1CCNCC1)CN2
→ 10, 2, 0, 5, -1, -0.8, ·, 0.8, -3, -2
[6] O=[N+]([O-])c1ccc(Nc2nc(N/N=C\c3ccc4c(c3)OCO4)nc(N3CCCCC3)n2)cc1
→ -11, 1, -3, 3, -3, 0.1, -62, -0.2, 3, -2
[7] COc1ccc(N2CCN(S(=O)(=O)CCNC(=O)C3CC(=O)N(c4ccccc4)C3)CC2)cc1 (centres undefined)
→ -12, -1, -1, -8, ·, -0.1, 7, -0.7, 2, -3
[8] O=C(O)c1[nH]c2ccccc2c1NS(=O)(=O)Cc1ccccc1
→ 2, 0, 0, 3, -2, 0.7, 3, 0.7, 8, 1
[9] O=C(O)c1cc(S(=O)(=O)N2CCN(c3ccccn3)CC2)ccc1Cl
→ -6, 3, 1, -8, -11, 1.7, -11, 0.2, -6, 6
[10] COc1ccc(-c2[nH]ncc2/C=C(/C#N)C(=O)NC2CCCCCC2)cc1
→ -4, -3, -3, -2, -3, -2.6, 3, 1.1, -24, 3
[11] CC1=Nc2ccccc2N=C(N)C1c1ccccc1 (centres undefined)
→ -7, 0, -1, 0, -2, -1.7, 7, 4.1, 9, -5
[12] O=C(NNc1cc(Cl)ccc1Cl)C1CCC1
→ 7, 1, -1, -3, -6, 1.7, 2, -0.2, 2, -2
[13] N/C(Cc1ccc([N+](=O)[O-])cc1)=N\OC(=O)C1CCCCC1
→ -10, 2, -2, -3, 4, 0.3, 8, -0.4, 0, -5
[14] CCOC(=O)c1c(C)[nH]c(C(=O)CN2CCN(CC)CC2)c1C
→ 0, 3, -1, -19, -2, -1.1, ·, 1.3, -15, 1
[15] COc1ccc(NC(=O)CCNS(=O)(=O)c2cccc3nsnc23)cc1OC
→ 3, -4, -1, 12, -2, -0.4, 29, -0.1, -3, -2
[16] COc1cc(C)c(Br)cc1S(=O)(=O)NCc1cccs1
→ -11, -2, 2, 5, -5, 0.5, 2, 0.2, -2, -1
[17] C/C(=N\Oc1cccc(F)n1)c1ccc(Cl)cc1Cl
→ -4, -1, -14, -16, -3, ·, 2, 1.1, -3, -1
[18] CCOCCCNC(=O)C1CCC(CNS(=O)(=O)c2ccc(F)cc2)CC1 (centres undefined)
→ -7, -3, -2, -7, -3, 0.2, 14, -1.6, 6, 0
[19] COc1ccc(CCNC(=O)CCN2C(=O)c3cccc4cccc(c34)C2=O)cc1OC
→ 9, -2, 0, -6, 0, -1.7, ·, -0.3, -4, -3
[20] CCOC(=O)c1cnc2ccc(C)cc2c1N(C)Cc1ccccc1
→ 4, -3, -8, -2, -3, ·, -20, -3.0, 2, ?
[21] O=C(CCNC(=O)N1CCn2c1nc1ccccc12)NCc1ccccc1
→ 0, -11, 0, -4, -9, -2.8, 13, 0.8, -1, 0
[22] CC(NCC1COc2ccccc2O1)C1COc2ccccc2O1 (centres undefined)
→ -11, -2, -7, -6, -2, -1.9, -16, -1.1, 0, -6
[23] CCN(CC)c1ccc2c(c1)oc(=O)c1c(Cl)cc(=O)oc12
→ 1, 200*, -22, -270, ·, -0.8, 11, 6.2, 6, -2
[24] COc1cc(Cl)c(C)cc1NC(=S)NN
→ -16, -1, -10, 6, -2, -1.5, -22, 3.3, 15, 0
[25] O=C(c1cc(Br)c(Br)s1)N1CCN(C/C=C/c2ccccc2)CC1
→ -2, 2, -5, -7, 0, -3.6, 17, -0.9, 0, -4
[26] Cc1c(C(=O)N/N=C/c2ccc(O)c(Br)c2)sc(N)c1C#N
→ -9, -2, 0, -13, 5, 0.6, -67, 2.0, -2, -2
[27] O=C(NCCCCc1ccccc1)C1CC(c2ccccc2[N+](=O)[O-])=NO1 (centres undefined)
→ 0, -1, -1, 4, -5, -1.0, 21, -0.2, -3, 4
[28] CC(=O)Nc1ccc(S(=O)(=O)NCC2CCC(C(=O)NCc3ccccc3)CC2)cc1 (centres undefined)
→ 2, -7, -1, 9, -1, -2.2, -2, 1.3, 10, 2
[29] COC(=O)c1cc(CSc2nc3ccccc3c(=O)n2C)oc1C
→ -4, -2, -4, 4, 1, -3.0, -20, 0.3, -4, 0
[30] CCOc1ccc(-c2nnc(NC(=O)Cc3cc(OC)c(OC)c(OC)c3)o2)cc1
→ -5, 0, -2, -3, -1, -1.4, -9, -1.7, -3, -3

Reprinted from the part before: 2 compounds; new compounds follow.
Below each SMILES: PKA-R2B act, cardiac RTF act, DAGLB inh, RTF Ca sens inh, CAL PDZ FP-1, CAL PDZ FP-2, SR-BI DiI-HDL act, C-LANA FP, Rtt109 HAT inh, Keap1 Nrf2 FP
[29] COC(=O)c1cc(CSc2nc3ccccc3c(=O)n2C)oc1C
→ -4, -2, -4, 4, 1, -3.0, -20, 0.3, -4, 0
[30] CCOc1ccc(-c2nnc(NC(=O)Cc3cc(OC)c(OC)c(OC)c3)o2)cc1
→ -5, 0, -2, -3, -1, -1.4, -9, -1.7, -3, -3
[31] Cc1ccc2oc(=O)n(CC(=O)O)c2c1
→ 11, 2, 1, -5, 2, -0.6, ·, -2.2, -6, -2
[32] Cc1cc(C)n(C(=O)CSc2nnc(SCC(=O)n3nc(C)cc3C)s2)n1
→ -2, 8, -2, 4, 0, 0.3, 17, -0.5, 11, -1
[33] COc1ccccc1OCCCn1c(C)c(C#N)c2ccccc21
→ -1, 6, -3, -9, -13, ·, -20, 1.0, -21, -2
[34] O=C(CCCn1c(=O)c2ccccc2n(Cc2ccccc2)c1=O)NCc1ccco1
→ -7, -3, -3, 1, 3, ·, -22, 0.3, 2, 3
[35] CC(=O)Nc1ccc(NC(=O)C(C)OC(=O)CN2C(=O)C3CCCCC3C2=O)cc1 (centres undefined)
→ -5, 2, 3, -2, ·, 0.8, -21, -1.7, -11, -1
[36] O=C(NCc1ccc(Cl)cc1)C1CCN(S(=O)(=O)c2cccnc2)CC1
→ 8, -9, 2, 8, -4, -3.1, -9, -0.5, -22, -2
[37] Cc1cccc2cc(-c3nc4c(C)cccn4c3NCc3ccco3)c(=O)[nH]c12
→ 3, 3, 4, -11, -3, -0.7, 8, 1.0, -2, -4
[38] O=C(CCNC(=O)c1ccc(Br)cc1)OCc1ccccc1Cl
→ -11, 8, -6, 5, 6, 0.8, 26, 0.5, 0, -8
[39] Cc1ccc(C(=O)CCNc2ccc(F)c(Cl)c2)o1
→ -4, 0, 0, 5, -1, 0.2, 21, -0.9, -4, -1
[40] COc1ccc(NC(=O)c2cc(S(=O)(=O)N3CCOCC3)ccc2C)cc1S(=O)(=O)N1CCOCC1
→ -3, -5, -2, 5, 1, -0.6, 12, -1.1, -6, -1
[41] C/C(=N/NC(=O)c1ccc(NC(=O)c2ccc(F)cc2)cc1)c1ccccc1
→ -3, 10, -2, -13, -1, -0.9, -89, -0.5, 1, -7
[42] CC(C)n1cnnc1SCC(=O)Nc1ccc(Br)cc1F
→ 0, 5, -1, -1, -2, -0.8, 20, 0.4, 5, -2
[43] Cn1c(SCc2ccc(C#N)cc2)nnc1-c1ccncc1
→ 1, -5, 1, 3, -4, 0.6, 18, 0.1, -1, -1
[44] CCN(CC)c1ccc(/C=N/NC(=O)c2ccc([N+](=O)[O-])cc2)cc1
→ -3, -3, 1, -11, -3, -1.9, 3, 0.3, -4, -1
[45] COc1ccc2c(-c3ccccc3)cc(SC(C)C(N)=O)nc2c1 (centres undefined)
→ 1, 5, -3, -4, -5, -4.0, -16, -0.5, -1, -2

(continued)
entry	Structure	PKA-R2B act	cardiac RTF act	DAGLB inh	RTF Ca sens inh	CAL PDZ FP-1	CAL PDZ FP-2	SR-BI DiI-HDL act	C-LANA FP	Rtt109 HAT inh	Keap1 Nrf2 FP
46	N#CC1=C(N)N(c2ccccc2)C(c2ccccc2)C1(C#N)C#N (centres undefined)	3	-4	6	3	-3	-1.0	-13	1.1	11	-2
47	COc1cccc(N2CCN(c3ccc4nnc(CCC(=O)N5CCC(C)CC5)n4n3)CC2)c1	3	-2	-1	-5	-5	-2.5	-3	0.2	-19	-2
48	COc1ccc(OC)c(/C=N/NC(=O)C(=O)NCc2cccnc2)c1	-5	6	-2	-5	2	-2.5	17	0.6	23	-4
49	CCC(C)(C)NC(=O)C(Sc1ccccc1)c1ccccc1 (centres undefined)	-1	8	-5	-7	-2	-2.0	15	0.4	-11	-3
50	O=[N+]([O-])c1ccc2c(c1)C(O)n1nc(-c3ccccc3)nc1S2 (centres undefined)	2	6	-1	3	-8	-1.3	-15	1.1	0	-6
51	O=C1CCC/C=C\C[C@@H](CC(=O)N(CCO)Cc2ccccc2)C(=O)N2CCC[C@H]2CO1	1	4	0	-9	-1	-0.1	18	-0.2	-6	-1
52	NS(=O)(=O)c1ccc(CCNC(=O)C(=O)NCC2OCCN2S(=O)(=O)c2ccc(Cl)cc2)cc1 (centres undefined)	4	-3	0	-1	-2	0.8	-2	0.5	3	-2

Molecules from the list above containing a thiophene ring, fused or not (three):
entry	Structure	PKA-R2B act	cardiac RTF act	DAGLB inh	RTF Ca sens inh	CAL PDZ FP-1	CAL PDZ FP-2	SR-BI DiI-HDL act	C-LANA FP	Rtt109 HAT inh	Keap1 Nrf2 FP
16	COc1cc(C)c(Br)cc1S(=O)(=O)NCc1cccs1	-11	-2	2	5	-5	0.5	2	0.2	-2	-1
25	O=C(c1cc(Br)c(Br)s1)N1CCN(C/C=C/c2ccccc2)CC1	-2	2	-5	-7	0	-3.6	17	-0.9	0	-4
26	Cc1c(C(=O)N/N=C/c2ccc(O)c(Br)c2)sc(N)c1C#N	-9	-2	0	-13	5	0.6	-67	2.0	-2	-2

Rows are unselected; 1.6% or so of the library scored in one or more.
